Compound activity (PubChem BioAssay)
Mac1 fbg inh: inhibitors of human CD11b/CD18 binding to fibrinogen | P05107+P11215 | K562 CD11b/CD18 adhesion to fibrinogen, ATPlite luminescence; Mn2+ added to activate the integrin | inhibition, % at 10 µM | 93,000 compounds, 0.54% hits | AID 1497;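 active = primary inhibition of 50% or more at 10 µM, then 40% or more on retest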; also: some results filed as inactive read as strong as hits
ERa SRC1 inh: blocks coactivator binding to human estrogen receptor alpha; 86,000 compounds, 1.7% hits; P03372; TR-FRET ER-alpha LBD / SRC-1 peptide, estradiol-bound; inhibition, % at 25.6 µM; in the data active = inhibition above about 50%;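 also: 0% = receptor plus peptide control and 100% = peptide only without receptor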
Target sequence (P03372 whole entry, looked up, the tested form may be a part): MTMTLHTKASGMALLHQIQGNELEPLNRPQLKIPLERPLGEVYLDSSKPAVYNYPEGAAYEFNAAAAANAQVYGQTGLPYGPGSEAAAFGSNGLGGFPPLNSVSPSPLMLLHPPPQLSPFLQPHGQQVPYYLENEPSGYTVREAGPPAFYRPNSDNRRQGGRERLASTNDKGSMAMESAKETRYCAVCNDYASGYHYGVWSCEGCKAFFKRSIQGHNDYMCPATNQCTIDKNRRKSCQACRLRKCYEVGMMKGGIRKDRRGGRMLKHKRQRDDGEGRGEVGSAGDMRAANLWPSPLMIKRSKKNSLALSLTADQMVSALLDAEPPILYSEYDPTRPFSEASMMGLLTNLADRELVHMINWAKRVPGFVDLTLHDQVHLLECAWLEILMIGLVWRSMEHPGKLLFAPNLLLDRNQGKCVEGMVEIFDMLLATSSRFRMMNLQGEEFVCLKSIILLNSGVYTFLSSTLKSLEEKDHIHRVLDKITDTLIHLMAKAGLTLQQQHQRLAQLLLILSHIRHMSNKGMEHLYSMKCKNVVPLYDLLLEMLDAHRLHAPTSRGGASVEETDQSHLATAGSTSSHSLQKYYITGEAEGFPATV
ERb SRC1 inh: ER-beta (human) coactivator binding inhibition; Q92731; inhibition, % at 25.6 µM; TR-FRET ER-beta LBD / SRC1-Cy5 peptide binding; receptor agonist-loaded with 1 µM estradiol; 86,000 compounds, 1.3% hits; AID 633;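 active = compounds whose percent inhibition of the receptor-coactivator binding signal exceeds about 50% in the single-dose screen, limit read from the data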;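 also: 0% = receptor plus peptide wells without compound and 100% = peptide-only wells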
Target sequence (Q92731 whole entry, looked up, the tested form may be a part): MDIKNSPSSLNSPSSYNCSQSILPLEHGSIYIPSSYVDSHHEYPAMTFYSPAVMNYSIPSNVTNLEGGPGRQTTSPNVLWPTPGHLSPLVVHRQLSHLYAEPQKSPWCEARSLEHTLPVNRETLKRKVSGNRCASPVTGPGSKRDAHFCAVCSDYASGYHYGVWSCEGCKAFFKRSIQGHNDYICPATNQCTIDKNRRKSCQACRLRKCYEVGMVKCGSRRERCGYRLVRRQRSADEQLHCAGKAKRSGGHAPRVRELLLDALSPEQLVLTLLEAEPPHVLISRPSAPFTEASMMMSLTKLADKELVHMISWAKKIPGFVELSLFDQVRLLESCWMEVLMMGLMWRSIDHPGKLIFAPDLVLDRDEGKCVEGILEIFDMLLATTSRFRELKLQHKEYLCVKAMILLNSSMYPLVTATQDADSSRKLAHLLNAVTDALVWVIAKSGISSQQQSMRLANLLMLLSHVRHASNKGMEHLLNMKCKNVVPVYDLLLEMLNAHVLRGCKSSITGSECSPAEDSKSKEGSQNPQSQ
PLK1 PBD inh: blocks phosphopeptide binding to human Plk1 polo box domain. P53350. Plk1 PBD phosphopeptide binding, fluorescence polarization. inhibition, %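 (tested at about 20 µM)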. 97,000 compounds, 0.13% hits; in the data active = inhibition above about 34%, passing the limit was not always enough
FAK blocker: blocks human focal adhesion kinase activity; Q05397; biochemical FAK kinase activity assay; inhibition, %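 (tested at 7 µM)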; 97,000 compounds, 0.84% hits; AID 727; in the data active = inhibition above about 19%;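 also: 0% = DMSO and 100% = reference compound high control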
HIV Rev-RRE inh: disrupts HIV-1 Rev binding to RRE RNA; Rev peptide-RRE RNA binding, FRET; inhibition, % at 8 µM; 97,000 compounds, 0.79% hits;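 active = inhibition above the screen-wide mean plus 3 SD, cut at about 35% in these data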;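 also: 0% = median DMSO wells and 100% = median Neomycin B control wells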
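Test system: Cy5-tagged RRE RNA duplex with fluorescein-tagged Rev peptide | Read-out: % inhibition of FRET ratio versus controls | Probe or stimulus: Labelled Rev peptide | Incubation: 5 min RNA-compound premix plus 15 min binding step, 25 °C | Technique: FRET fluorescence readout | Benchmarks: DMSO low control, neomycin B high control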
CD11b adhes enh: enhancers of human CD11b/CD18 binding to fibrinogen; activation, % at 10 µM; 93,000 compounds, 0.07% hits; K562 CD11b/CD18 adhesion to fibrinogen, ATPlite luminescence; AID 1499; P05107+P11215;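 active = 10 µM primary screen giving 50% or more activity, confirmed by 40% or more on retest at that dose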; also: strong numbers were not always called active
PLK1 kinase inh: blocks human PLK1 kinase activity. recombinant PLK1 kinase, TR-FRET peptide phosphorylation. inhibition, % at 10 µM. 97,000 compounds, 0.53% hits;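 active = inhibition of 50% or more in the single-concentration screen; inactive = inhibition below 50%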;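 also: 0% = DMSO max control and 100% = H-89 dihydrochloride min control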
ERa SRC1 pot: ER-alpha (human) coactivator binding potentiation. coactivator binding (% of control), % at 25.6 µM. TR-FRET ERalpha-LBD/SRC-Cy5 coactivator binding, 2 h; 100 = basal binding, no effect. 86,000 compounds, 1.3% hits. P03372. AID 639; in the data active = activity above about 200%;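 also: binding measured in presence of low estradiol as agonist stimulus; 0% = peptide alone without receptor and 100% = receptor with peptide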
Starred values were filed as active, the others as inactive; . = no result given; [ ] = another dose, or the depositor's remark.

PLK1 PBD inh,ERa SRC1 inh,FAK blocker,HIV Rev-RRE inh,CD11b adhes enh,PLK1 kinase inh,Mac1 fbg inh,ERa SRC1 pot,ERb SRC1 inh,Molecule
.,2,.,.,-1,.,-32,92,7,C1=CC2CC1CC2CN1CCN(c2ccccc2)CC1 (stereo not drawn)
16,-1,-3,-5,.,1,.,120[fluorescence artefact?],-7,CCCOc1ccc(C2C(C(=O)c3ccco3)=C(O)C(=O)N2CCN2CCOCC2)cc1OC (stereo not drawn)
-15,4[fluorescence artefact?],3,-4,1,3,-14,105,0[fluorescence artefact?],CC(C)(C)NC(=O)CSc1nncn1NCc1cccc2ccccc12
-7,0,1,1,-9,-8,-7,128[fluorescence artefact?],-7,NNC(=O)COc1ncn(-c2ccccc2)n1
-1,.,-6,-2,48,4,-22,.,.,CCn1c(SCC(=O)c2ccc(O)c(O)c2)nnc1-c1ccccc1
-4,-8,1,10,-2,-43,13,92,2,CC(C)(C)c1cc(C(F)(F)F)nc(SCCCNC(=O)c2ccco2)n1
0,-10,-4,-1,-9,-17,-2,109,1,COc1ccc(C2=Nn3c(nnc3-c3ccccn3)SC2)cc1
7,.,25*,3,17,-17,-4,.,.,O=C(CNC(=O)c1ccc([N+](=O)[O-])cc1)N/N=C\c1ccc(OC(=O)c2ccccc2)cc1
2,3,-3,2,-5,-9,0,103[fluorescence artefact?],3[fluorescence artefact?],COC(=O)/C(C(C)=O)=C(\C=C\N(C)C)N(C)C
-9,.,-1,3,-1,-14,-47,.,.,CNC(=O)/C(=C\C=C\c1ccccc1)NC(=O)c1ccc([N+](=O)[O-])cc1
-17,-7,3,1,1,-17,-10,113,-9,Cc1cc(C)cc(N(CC(=O)N2CCN(c3ccccc3)CC2)S(=O)(=O)c2c(C)noc2C)c1
-4,1,-3,8,-2,10,-1,68,-3,Nc1cc(=O)[nH]c(SCC(=O)Nc2cc(Cl)cc(Cl)c2)n1
-5,-4,-2,0,-2,-8,3,131,-3,C=CCn1c(Sc2nnc(C)s2)nc2c1c(=O)[nH]c(=O)n2C
-10,-4,2,12,-1,-12,18,105,6,CCOC(=O)C1C(=O)NC(N2CCCCC2)=NC1c1ccco1 (stereo not drawn)
15,-6,0,-6,.,-16,.,120,1,CC1CCCCN1C(=O)c1cc2nc(-c3ccccc3)cc(-c3ccccc3)n2n1 (stereo not drawn)
-6,24,-1,3,-1,-19,-3,119,4[fluorescence artefact?],CCSc1nnc2n(-c3ccc(OC)cc3)c(=O)c3c4c(sc3n12)CCCC4
.,8,.,.,0,.,12,96,9,COc1ccc2c(CC(=O)OCC(=O)Nc3ccc4c(c3)OCO4)coc2c1
46*,-5,5,-3,0,-4,0,92,-4,Cc1cc(C)n(-c2nnc3n2N=C(c2ccccc2)CS3)n1
-11,-4,2,5,.,-10,.,113,-9,N#C/C(=C/N1CCOCC1)c1ccccc1
15,7[fluorescence artefact?],5,8,3,11,-44,102,2[fluorescence artefact?],O=C(Cn1cnc2c(cnn2-c2ccc(F)cc2)c1=O)OCc1ccccc1
-1,2[fluorescence artefact?],2,6,0,-12,-29,108,0[fluorescence artefact?],CC(C)CC1NC(=O)N(CC(=O)N2CCN(S(=O)(=O)c3ccc4ccccc4c3)CC2)C1=O (stereo not drawn)
-10,.,-6,10,25,-14,3,.,.,CN(C)/C=C/C(=O)/C=C/c1cn(-c2ncc(C(F)(F)F)cc2Cl)c2ccccc12
-14,-4[fluorescence artefact?],-5,-1,4,-6,-5,116,-5,Cc1c(OCc2nn[nH]n2)ccc2c(-c3ccccc3)cc(=O)oc12
-31,-2,0,2,-1,-6,-14,109[fluorescence artefact?],1,CCOc1ccc2[nH]c(=O)c(CN(CCOC)C(=O)N3CCOCC3)cc2c1
.,4[fluorescence artefact?],.,.,-3,.,-2,82,1,O=S(=O)(CCc1ccccc1)/N=C/c1cccs1

In the list so far, these contain a thiophene ring, fused or not.
PLK1 PBD inh,ERa SRC1 inh,FAK blocker,HIV Rev-RRE inh,CD11b adhes enh,PLK1 kinase inh,Mac1 fbg inh,ERa SRC1 pot,ERb SRC1 inh,Molecule
-6,24,-1,3,-1,-19,-3,119,4[fluorescence artefact?],CCSc1nnc2n(-c3ccc(OC)cc3)c(=O)c3c4c(sc3n12)CCCC4
.,4[fluorescence artefact?],.,.,-3,.,-2,82,1,O=S(=O)(CCc1ccccc1)/N=C/c1cccs1

Remaining list, next part:
PLK1 PBD inh,ERa SRC1 inh,FAK blocker,HIV Rev-RRE inh,CD11b adhes enh,PLK1 kinase inh,Mac1 fbg inh,ERa SRC1 pot,ERb SRC1 inh,Molecule
.,-8,.,.,2,.,6,109,11,O=C(C1CC1)N1CCCN(C(=O)C2CC2)CC1
22,-3[fluorescence artefact?],0,5,2,-9,5,106,-7,Cc1cccc2sc(NC(=O)c3ccc(Cl)s3)nc12
-19,.,5,8,0,-10,-12,.,.,Cc1ccc(S(=O)(=O)N(CC(=O)N/N=C/c2cccc(Cl)c2)c2cccc3cccnc23)cc1
-30,34,-10,7,-3,-5,-16,123,5[fluorescence artefact?],COc1ccc(CCNC(=O)COC(=O)c2cnccn2)cc1
.,-7,.,.,-1,.,-16,104,-10[fluorescence artefact?],CC1=C(C(=O)Nc2ccccc2)C(c2ccccn2)n2nc(CCCO)nc2N1 (stereo not drawn)
28,.,-6,-2,-1,-2,-3,.,.,C/C(=N/NS(=O)(=O)c1ccc(Br)cc1)c1ccc(NC(=O)c2ccc(C)o2)cc1
16,-3,-6,2,.,-5,.,96,3,COc1ccc(CN2C(=O)CN(C3CCCCCC3)C(=O)C2c2ccc(F)cc2)cc1 (stereo not drawn)
13,-4,-4,0,-1,-10,4,110,-4,CC(C)(C)C(=O)C(Oc1cccc2nonc12)n1cncn1 (stereo not drawn)
-20,19[fluorescence artefact?],-5,-2,8,-4,4,86[fluorescence artefact?],26[fluorescence artefact?],O=C(NCc1ccc2c(c1)OCO2)c1ccc(COc2cccc(Cl)c2)o1
8,14,-1,3,-6,-7,14,101,2,Cc1ccc(S(=O)(=O)n2nc(OC(=O)C(C)(C)C)cc2N)cc1
-23,.,-5,4,3,-8,1,.,.,COc1ccc(-c2ccnc3nc(N4CCN(c5ccccc5)CC4)nn23)cc1
-3,22,-1,0,1,-10,-18,92,30[fluorescence artefact?],CCOc1ccc(NC(=O)CCCOc2cc(=O)n(C)c3ccccc23)cc1
-24,.,-2,6,-2,-8,-10,.,.,CC(C)=CC(=O)NCc1c(Cl)cccc1-n1cccc1
-19,-5,1,1,0,12,-44,115,-13,CN(CCCC(=O)Nc1nccs1)S(=O)(=O)c1ccc(Cl)cc1
1,-6,4,14,.,-11,.,46,-11,CC1=CC(C)(C)N(C(=O)c2ccccc2)c2ccc(C)cc21
9,3[fluorescence artefact?],-1,4,3,-4,-18,107,3[fluorescence artefact?],O=C(CCn1c(=O)c2sccc2n(CC(=O)NCc2ccco2)c1=O)NCc1ccccc1
3,.,-2,1,-3,-10,4,.,.,C#CCOC(=O)CCCNc1ccc([N+](=O)[O-])cc1[N+](=O)[O-]
.,43[fluorescence artefact?],.,.,16,.,-3,416*,30[fluorescence artefact?],COc1ccc(Oc2ncnc3c2oc2ccc(Br)cc23)cc1
23,-17[fluorescence artefact?],4,9,2,-1,0,102,0,COc1ccc(S(=O)(=O)Nc2cc(OC)c(NC(=O)c3ccco3)cc2OC)cc1
0,-7,2,15,-5,-11,-15,120,-1,C/C(Cl)=C\Cn1c(Nc2ccccc2)nc2c1c(=O)n(C)c(=O)n2C
-21,.,7,11,-2,-10,-12,.,.,Oc1ccc(N=Nc2n[nH]c(-c3ccc(Cl)cc3)n2)cc1
-14,0,0,12,-2,-6,-47,91,9,CCOc1ccc(N(CC(=O)NCC2CCCO2)S(=O)(=O)c2ccc(Cl)cc2)cc1 (stereo not drawn)
0,.,5,5,.,-2,.,.,.,COc1ccc2[nH]c(=O)c(NC(N)=S)nc2c1
-12,8,0,1,-1,-3,-9,76,5,C1CCCN(CCCCN2CCCCCC2)CC1
-8,.,1,2,0,5,-13,.,.,COC(=O)C1=C(N)Oc2cc(C)n(CC3CCCO3)c(=O)c2C1c1ccccc1 (stereo not drawn)

Some of the entries above in a different format.
SMILES	PLK1 PBD inh	ERa SRC1 inh	FAK blocker	HIV Rev-RRE inh	CD11b adhes enh	PLK1 kinase inh	Mac1 fbg inh	ERa SRC1 pot	ERb SRC1 inh
C#CCOC(=O)CCCNc1ccc([N+](=O)[O-])cc1[N+](=O)[O-]	3	.	-2	1	-3	-10	4	.	.
O=C(C1CC1)N1CCCN(C(=O)C2CC2)CC1	.	-8	.	.	2	.	6	109	11

(next part)
PLK1 PBD inh,ERa SRC1 inh,FAK blocker,HIV Rev-RRE inh,CD11b adhes enh,PLK1 kinase inh,Mac1 fbg inh,ERa SRC1 pot,ERb SRC1 inh,Molecule
-4,.,-8,19,2,-8,8,.,.,O=S(=O)(Nc1ccccc1)c1ccc(Oc2ncc(C(F)(F)F)cc2Cl)cc1
-2,-13,4,7,0,-5,-7,110,-1,CC1CC(C)(C)NCCNC(C)CC(C)(C)NCCN1 (stereo not drawn)
.,-24[fluorescence artefact?],.,.,1,.,-17,111,32[fluorescence artefact?],Cc1ccc(C(=O)N2CCN(C3CCCCC3)CC2)s1
8,6[fluorescence artefact?],1,1,.,-14,.,102,2,Cc1ccc(C(=O)Cn2cnc3ccccc3c2=O)cc1
-8,1,4,15,50,-17,6,103,-5,CCCCn1c(SCc2ccc(Cl)cc2)nc2c1c(=O)[nH]c(=O)n2C
-42,-1,9,7,-3,-9,16,99,-7,O=c1c2c(nc(NCCO)n1CC1CCCCC1)-c1ccccc1CC21CCCC1
.,7[fluorescence artefact?],.,.,7,.,-15,123[fluorescence artefact?],5[fluorescence artefact?],COCc1cc(C)nc(SCC(=O)NCc2ccco2)c1C#N
2,1,-3,4,-2,-2,8,128,-7,O=C(O)C1CCCCC1C(=O)NCCc1ccc(Cl)cc1 (stereo not drawn)
-27,-2,-1,1,.,-17,.,127,-6[fluorescence artefact?],CC1CN(Cc2nc3c(c(=O)[nH]c(=O)n3C)n2CCCc2ccccc2)CC(C)O1 (stereo not drawn)
25,-11,-5,0,.,-2,.,108,-17[fluorescence artefact?],Cc1nc(N)nc(OCC(F)(F)C(F)F)c1Br
-6,26,1,-1,-2,0,12,95,-1,CC(C)N(C(=O)c1ccccc1-c1ccccc1)C(C)C
-1,69*[fluorescence artefact?],8,10,.,-14,.,65[fluorescence artefact?],60*,Cc1cc2nc(-c3cccnc3SCC(=O)NCc3ccco3)[nH]c2cc1C
4,0,-1,6,1,-6,9,115,2[fluorescence artefact?],O=C(Nc1nc2c(s1)CCCC2)Oc1ccccc1
-2,-10,-4,4,0,-14,8,93,-8,Cc1ccccc1-n1c(C)nnc1SCc1nc2ccccc2s1
-15,.,1,10,-2,-19,7,.,.,O=C(NCCN1CCOCC1)c1cnn2c(-c3ccccc3)cc(-c3ccccc3)nc12
-12,.,2,18,-1,-6,17,.,.,CCOC(=O)c1oc2ccc(S(=O)(=O)n3nc(-c4ccc(Cl)cc4)cc3N)cc2c1C
6,2,2,-1,12,-6,-38,105[fluorescence artefact?],-1,COc1ccc(OC)c(NC(=O)CSc2nc3cccnc3n2C)c1
-20,-6,-4,3,-4,1,14,121,-1,CCOC(=O)c1[nH]c2ccc(OCC)cc2c1NC(=O)CN1CCCC(C)C1 (stereo not drawn)

2 entries drawn at random from those above:
PLK1 PBD inh,ERa SRC1 inh,FAK blocker,HIV Rev-RRE inh,CD11b adhes enh,PLK1 kinase inh,Mac1 fbg inh,ERa SRC1 pot,ERb SRC1 inh,Molecule
-6,26,1,-1,-2,0,12,95,-1,CC(C)N(C(=O)c1ccccc1-c1ccccc1)C(C)C
-42,-1,9,7,-3,-9,16,99,-7,O=c1c2c(nc(NCCO)n1CC1CCCCC1)-c1ccccc1CC21CCCC1
